Assay outcomes (PubChem)
TbPYK inhibitor – blocks Trypanosoma brucei pyruvate kinase; Q57TT1; TbPYK enzyme, Kinase-Glo Plus ATP luminescence, 45 min; Potency, µM (highest dose often 76.8 µM), for the others: at the top dose activity, negative = inhibition, usual class: inhibitors; hit rate 0.12% among 410,000; further: nearly all actives have a fitted effect of over 50% in size
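Luminescence from Kinase-Glo Plus, added after a 45-minute room-temperature reaction, served as the end-point read-out. The enzyme and substrate were preincubated with compound before ADP (130 uM final) initiated turnover. Concentration-effect curves came from normalized qHTS data.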
LmPK inh – inhibitors of Leishmania mexicana pyruvate kinase; Q27686; purified LmPK, Kinase-Glo ATP luminescence, 1 h; Potency, µM (titrated, usually from 57.5 µM), for inactives: at the highest dose activity change, negative = inhibition, hits mostly inhibitors; hit rate 0.37% among 290,000
Target sequence (Q27686 whole entry, looked up): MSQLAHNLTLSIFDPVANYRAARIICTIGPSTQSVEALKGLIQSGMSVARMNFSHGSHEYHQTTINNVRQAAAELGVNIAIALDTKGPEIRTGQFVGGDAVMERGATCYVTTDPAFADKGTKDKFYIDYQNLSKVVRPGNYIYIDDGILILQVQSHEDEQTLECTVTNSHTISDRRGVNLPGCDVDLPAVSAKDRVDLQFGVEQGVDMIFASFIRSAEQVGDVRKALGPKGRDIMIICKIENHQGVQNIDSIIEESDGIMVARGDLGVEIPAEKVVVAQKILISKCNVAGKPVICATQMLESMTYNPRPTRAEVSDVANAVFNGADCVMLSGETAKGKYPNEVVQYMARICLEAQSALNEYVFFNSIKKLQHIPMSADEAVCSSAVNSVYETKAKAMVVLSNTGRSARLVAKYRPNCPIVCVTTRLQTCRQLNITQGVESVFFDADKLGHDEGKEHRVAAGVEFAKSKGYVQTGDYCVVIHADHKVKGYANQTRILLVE
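Kinase-Glo luminescence read after 1 h RT reaction of 0.1 nM LmPK with 0.5 mM PEP and 0.1 mM ADP. Activity scaled between uninhibited and enzyme-free controls.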
HCV inhibitor – HCV inhibition; Huh7.5.1 HCVcc-Cre infection, luciferase reporter, 44 h; AID 651820; Potency, µM (titrated, usually from 41.8 µM), for the others: at the top dose activity change, negative = inhibition, most hits filed as inhibitors; hit rate 3.4% among 340,000
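Infectious HCVcc-Cre (~0.5 moi) was added to cells just after compound, with cells seeded 4 h earlier at 1,000 per well. Luciferase activity after 44 h culture reported infection; substrate was incubated 15 min at room temperature before reading.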
Sm TGR block – blocks Schistosoma mansoni thioredoxin glutathione reductase | hit rate 3% among 360,000 | Potency, µM (series often up to 114 µM), for inactives: at the highest dose activity change, negative = inhibition, hits mostly inhibitors | purified TGR, DTNB reduction, TNB absorbance 405 nm; further: nearly all actives have a fitted effect of over 60% in size
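Kinetic colorimetric format: TGR-catalysed, NADPH-driven DTNB reduction monitored via TNB absorbance. Enzyme dispensed at 20 nM; compound exposure 15 min at room temperature before reaction start.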
Pf growth 96h – P. falciparum growth inhibition at 96 hour, primary screen for plastid delayed-death inhibitors | P. falciparum luciferase reporter growth, 96 h | Potency, µM (doses to about 28.7 µM), without a hit: top-dose activity change, negative = inhibition, most hits filed as inhibitors | hit rate 6.9% among 320,000 | AID 504834
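Two-generation exposure (96 h) targets delayed-death phenotype. Reporter parasites carrying integrated firefly luciferase, in red cells at 2% hematocrit and 0.05% parasitemia final, kept at 37 C, 5% CO2; luminescence loss indicates inhibition.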
Pf growth 48h – inhibits P. falciparum growth in the first generation, 48 h | hit rate 5.9% among 310,000 | Potency, µM (highest dose often 28.7 µM), inactives show at the highest dose activity change, negative = inhibition, actives largely listed as inhibitors | AID 504832 | P. falciparum luciferase growth in erythrocytes, 48 h
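Here the parasites carry a stable luciferase gene and grow inside erythrocytes in Albumax-based RPMI medium with compound for one erythrocytic cycle. Activity is scored as loss of luminescent signal.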
* marks the source's active call; other numbers are inactive results; i = inactive; ? = inconclusive; · = no result given; & = joins results of further samples; [ ] = another dose, or the depositor's remark. The call rests on the fitted dose curve; in most records, active means well fitted curve in the direction sought with a large enough effect; inconclusive means small, poorly fitted or top-dose-only effect, or another doubt; inactive means no such curve, though single readings can be large; an effect the other way counts as inactive or inconclusive. On the % scale 0 is the no-effect control and ±100 the full control effect; potency means the concentration at half of the fitted maximal effect. Rows were taken by chance; about 16% have a hit in one of these screens.

Results follow in this order: TbPYK inhibitor | LmPK inh | HCV inhibitor | Sm TGR block | Pf growth 96h | Pf growth 48h
O=C(COC(=O)Cc1ccc(Cl)cc1Cl)Nc1ccc(OC(F)F)cc1
  -5% | 2% | 11% | -1% | 38%[activator] | 10%
CC(C)c1ccc(NC(=O)c2cccnc2)cc1
  -4% | -6% | 4% | -20% | 7.4µM* | 125%[activator]
Cc1ccccc1OCC(=O)Nc1sc2c(c1C#N)CC(C)(C)NC2(C)C
  -7% | 2% | ? | -1% | 3% | ?
Cc1cc(Nc2cc(C(=O)O)ccc2C)n2ncnc2n1
  1% | 10% | 13% | -6% | 23% | ·
Cc1ccc(-c2c3c(=O)n(C)c(=O)n(C)c3cn2Cc2ccccc2)cc1
  -8% | 7% | 4% | 45µM* | ? | ·
Cc1cc([N+](=O)[O-])ccc1N
  2% | · | 1% | 3% | 45%[activator] | 61%[activator]
Nc1c(C(=O)NC2CCCC2)c2nc3ccccc3nc2n1/N=C/c1ccco1
  -8% | 7% | 0% | -5% | 1% | ·
CN1CCN(c2ccc(N)cc2)CC1
  -19% | -27% | 5% | -22% | · | 16%
Cc1nn(-c2ccc(N3CCOCC3)nn2)c(C)c1CCC(=O)NCc1ccc(F)cc1
  -8%&-3% | 1% | 1% | 6%&0% | ? | 9%
Cc1ccc(C(=O)c2ccccc2C(=O)OCC(=O)Nc2cccc([N+](=O)[O-])c2)cc1
  -2% | 1% | -9% | 4% | -8% | 17%
O=C(C1CCCC1)N1CCC(CO)(Cc2ccccc2Cl)CC1
  3% | 5% | -3% | 11% | 32%[activator] | 3%
Cc1cc(C)cc(NC(=O)Nc2cnccn2)c1
  6% | -11% | -2% | 0% | ? | -1%
c1ccc2c(c1)ncn2-c1ncnc2sc3c(c12)CCCC3
  1% | -7% | -5% | 12% | -1% | 19%
CCOC(=O)C1CCN(C(=O)Nc2ccc(OC(F)(F)F)cc2)CC1
  -4% | -2% | -14% | 1% | 80%[activator] | 72%[activator]
Cc1ccc(NC(=O)CSc2nc3c(c(=O)[nH]2)CN(Cc2ccc(F)cc2)CC3)cc1C
  0% | -3% | -5% | -1% | 39%[activator] | 32%[activator]
Clc1cccc(-c2cc3nc4c(c(N5CCNCC5)n3n2)CCCC4)c1
  · | -3% | 5% | 0% | -6% | 87%[activator]
CC1(NC(=O)c2cc(Cl)nc3ccccc23)CCS(=O)(=O)C1 (centres undefined)
  -3% | · | 1% | -7% | 0% | 8%
O=C(/C=C\Nc1cccc(F)c1)c1ccc2c(c1)OCO2
  -4% | 13µM* | -20% | -11% | 266%[activator] | 35%[activator]
Cc1ccc(Nc2cnn(C34CC5CC(CC(CC(=O)O)(C5)C3)C4)c(=O)c2Cl)c(Cl)c1
  -6% | -2% | -9% | ? | -26% | 7%
Cc1ccc(NC(=O)CCc2c[nH]c3ccccc23)nc1
  0% | 1% | ? | -6% | ? | ?
COc1cccc(-c2nn[nH]n2)c1O
  -27% | -11% | 17% | -8% | -20% | 7%
O=C1CCCC2=C1C1(CCCCC1)N=C(Nc1nc3ccccc3s1)N2
  -7% | 5% | 5% | 0% | · | 4%
CN1CCN(C(=S)SCc2nc(N)nc(Nc3ccc(F)cc3)n2)CC1
  1% | -1% | -3% | · | i | ?
C=CCOn1c(=O)c(-c2ccc(OC)c(OC)c2)[n+]([O-])c2ccccc21
  ? | 3% | -4% | -34% | ? | ·
O=S(=O)(c1ccccc1)c1nc(-c2ccco2)oc1Nc1ccccc1
  -9% | 1% | -22% | 0% | ? | ?
COc1cccc([C@@H]2Oc3ccc(OC)cc3C(=O)[C@H]2OC(=O)N[C@H](C)C2CCCCC2)c1
  · | 0% | 2%[8.37 µM] | -29% | -20% | ?
O=C(NCC1CCCO1)C1CCC(=O)N1Cc1ccc(F)cc1 (centres undefined)
  -2% | 3% | 14% | 9% | -11% | -13%
O=C(CCCn1c(=O)[nH]c2cc(Cl)ccc2c1=O)NCCCN1CCCC1
  -5% | 3% | 12% | -18% | 4% | ·
O=C(CN1C(=O)C(=O)c2ccccc21)NCCc1ccccc1
  -2% | 6% | -5% | -16% | ? | 32%
O=C(Nc1ccccc1NC(=O)c1ccccc1F)c1ccccc1F
  5% | 2% | -4% | 3% | 11% | ?

The list continues.
Results follow in this order: TbPYK inhibitor | LmPK inh | HCV inhibitor | Sm TGR block | Pf growth 96h | Pf growth 48h
COc1ccc(NC(=O)CN(C)C(=O)C2CC(=O)N(c3cccc4ccccc34)C2)cc1 (centres undefined)
  3% | · | 9% | -9% | -10% | -27%
O=C(COc1ccccc1O)Nc1ccc(Cl)cc1
  -2% | 1% | -8% | 0% | · | 0%
Cc1ccccc1CN(C)CC(=O)Nc1ccccc1-c1ccccc1
  -3% | 3% | ? | 6% | 9.3µM* | ?
Cc1ccnc(NC(=O)CC(c2ccccc2)c2ccccc2)n1
  -10% | 1% | 1% | -1% | 2% | ?
CCOC(=O)c1sc(N/N=C/c2ccc(N(C)C)cc2)nc1C
  -8% | 0% | -5% | 2% | ? | -22%
COC(=O)CCC(=O)OC1(C)C(=O)C=C2C=C3CCCN3C=C2C1=O (centres undefined)
  -3% | -8%[11.5 µM] | 14% | ? | 52%[activator] | 54%[activator]
NC1=Nc2ccccc2Oc2ccccc21
  0% | 0% | 15% | 32% | ? | -17%
Cc1ccc(/C=N/n2c(-c3ccncc3)n[nH]c2=S)o1
  ? | 1% | 7% | · | 22% | -1%
C=CCNC(=S)N/N=C/c1cn(C)c2ccccc12
  2% | 5% | 35µM* | ? | ? | 8.3µM*
COc1cc(-c2ccc(NC(=O)CN3CCC(C)CC3)c(OC)c2)ccc1NC(=O)CN1CCC(C)CC1
  7% | 4% | ? | 2% | 31%[activator] | -2%
O=C(Nc1ccc(Cl)cc1)c1csc(-c2ccncc2)n1
  -3% | 1% | 5% | 1% | -3% | -7%
O=C(CN1CCc2ccccc21)NN1CC(=O)N(c2ccccc2)CC1=O
  -3% | 5% | -23% | -22% | 0% | 8%
COc1ccc(OC)c(-c2cc(C(=O)N3CCCc4ccccc43)no2)c1
  1% | 5% | ? | 8% | ? | ?
O=C(Nc1ccc2c(c1)OCO2)c1cc2n(n1)C(C(F)(F)F)CC(c1ccccc1)N2 (centres undefined)
  -2% | 2% | -10% | 3% | ? | ?
Cc1ccc(-c2cc(C(=O)N/N=C/c3ccccc3O)n[nH]2)o1
  -2% | -3% | ? | -4% | ? | 5.2µM*
O=C(CSc1nnnn1-c1cccc2c1CCCC2)NC1CCCC1
  -5% | -1% | ? | 7% | 20% | -11%
O=C(OCC(=O)N1CCOCC1)c1ccccc1OCc1ccccc1
  -1% | · | 16% | 5% | 22% | 22%
COC(=O)C1=C(O)/C(=C\c2cc(C)n(-c3ccc(F)cc3)c2C)N=C1C
  -4% | 1%[11.5 µM] | -2% | 28µM* | 7% | ?
CCOC(=O)c1c(-c2ccccc2)nc2cc(C)ccn12
  1% | -9% | -3% | -18% | 79%[activator] | 28%
Cn1ccc(C(=O)OCC(=O)Nc2cccc(Cl)c2)n1
  5% | 0% | 16% | -10% | ? | 30%[activator]
O=CN1CCN(C(=O)C(=O)c2cn(CC(=O)N3CCCCC3)c3ccccc23)CC1
  -6% | 1% | 5% | -13% | 9% | -14%
COc1ccccc1-c1c(C)nn2c(C)cc(C)nc12
  1% | 1% | -6% | 3% | 13µM* | -8%
CCOCCCn1c(=NC(=O)c2cccnc2)c(C(=O)OCC)cc2c(=O)n3ccccc3nc21
  2%&-5% | 0% | ? | -31% | ? | ?
Cc1cccc(C)c1N1CCN(c2nc(N(C)C)oc(=O)c2C#N)CC1
  · | 3% | 2% | 2% | 0% | ?
O=C(/C=C/c1cccc(Cl)c1)Nc1ncccn1
  -10% | -11% | -18% | -4% | ? | 121%[activator]
CSc1nsc(SCC(=O)Nc2nncs2)n1
  1% | 2% | 20% | 5% | 39%[activator] | 1%
Cc1ccc(C(c2nnnn2Cc2ccccc2)N2CC=C(c3ccc(F)cc3)CC2)cc1 (centres undefined)
  1% | 6% | -3% | 22% | 35%[activator] | ?
O=C(CNC(=O)c1ccco1)N/N=C/c1ccc(C(=O)O)cc1
  -1% | 7% | 9% | 24% | 13% | ?
CCn1c(O)c(C=Nc2ccccc2)oc1=S
  -18% | 3% | -18% | -27% | -11% | ?
COCCN(Cc1cc2cc(C)ccc2n2nnnc12)C(=S)Nc1cccc(C)c1
  0% | 8%[11.5 µM] | 11µM* | 1% | -22% | 5.2µM*

Gathered by group: those above containing a nitro group on carbon
Results follow in this order: TbPYK inhibitor | LmPK inh | HCV inhibitor | Sm TGR block | Pf growth 96h | Pf growth 48h
Cc1cc([N+](=O)[O-])ccc1N
  2% | · | 1% | 3% | 45%[activator] | 61%[activator]
Cc1ccc(C(=O)c2ccccc2C(=O)OCC(=O)Nc2cccc([N+](=O)[O-])c2)cc1
  -2% | 1% | -9% | 4% | -8% | 17%

(more compounds)
Results follow in this order: TbPYK inhibitor | LmPK inh | HCV inhibitor | Sm TGR block | Pf growth 96h | Pf growth 48h
Cc1cc(N2CCOCC2)n2nc(-c3cccc(F)c3)cc2n1
  -22% | 2% | ? | -13% | -5% | 7%
CCCS(=O)(=O)N1CCN(Cc2ccccc2OCC)CC1
  -1% | -1% | -13% | -4% | · | ?
Nc1c(Cl)cc(Cl)cc1C(=O)OCC(=O)NC1CC1
  1% | 1% | -1% | -32% | 9% | ·
Cc1ccc(C)c(OC(=O)c2cccnc2)c1
  0% | 0% | 11% | -1% | ? | 28%
CN(Cc1ccccc1)C(=O)c1nc2ccccn2c1CNCCOc1cccnc1
  2% | 3% | 4% | -3% | -18% | ?
COc1cc(C(=O)N2CCN(Cc3ccccn3)CC2)cc(OC)c1OC
  -9% | -3% | 3% | 3% | 21% | -17%
COc1ccccc1NC(=O)CSc1nc2ccccc2nc1N1CC(C)OC(C)C1 (centres undefined)
  -1% | -1% | -23% | -22% | ? | ?
COc1ccc(N/C=C\C(=O)c2ccc3ccccc3c2)cc1
  -11% | 4% | 21% | 4% | -23% | 191%[activator]
CCCc1cc(=O)oc2cc(OCC(=O)NC(Cc3ccc(Cl)cc3)C(=O)O)ccc12 (centres undefined)
  -8% | 1% | 0.5µM* | -18% | -17% | -1%
CCOc1ccc(NC(=O)CSc2nnc(C)n2CC2CCCO2)cc1 (centres undefined)
  7% | -1% | 6% | 0% | · | 20%
COc1ccc(Cl)cc1NC(=O)Cn1c(=O)oc2ccccc21
  4% | 3% | 1% | 3% | 5% | 7%[0.00184 µM]
COc1ccc(CC(=O)N2CCN(c3ccccc3OC)CC2)cc1
  3% | -2% | 24% | -10% | 9% | ·
O=C(CCCCCn1c(=S)[nH]c2ccc(N3CCOCC3)cc2c1=O)NC1CCN(Cc2ccccc2)CC1
  -15% | -2% | ? | -1% | 10% | ?
CN(C)c1ccc(/C=C2\SC(=O)N(CC(O)Cn3c4ccccc4c4ccccc43)C2=O)cc1 (centres undefined)
  -8% | 0% | 3% | 9% | -2% | ?
Nc1c(C(=O)Nc2cccc(Cl)c2Cl)sc2nc(-c3cccnc3)ccc12
  -13% | 5% | 44%[activator] | -9% | 27% | 14%
COc1ccc(CC(=O)NCC(=O)Nc2ccccc2Br)cc1
  37%[activator] | 2% | -1% | 22% | 43%[activator] | 26%

Given field by field: entries from further up
structure: COc1cc(-c2ccc(NC(=O)CN3CCC(C)CC3)c(OC)c2)ccc1NC(=O)CN1CCC(C)CC1
  TbPYK inhibitor: 7%; LmPK inh: 4%; HCV inhibitor: ?; Sm TGR block: 2%; Pf growth 96h: 31%[activator]; Pf growth 48h: -2%
structure: COc1ccc(CC(=O)N2CCN(c3ccccc3OC)CC2)cc1
  TbPYK inhibitor: 3%; LmPK inh: -2%; HCV inhibitor: 24%; Sm TGR block: -10%; Pf growth 96h: 9%; Pf growth 48h: ·
